procasp3 activ – procaspase-3 (human) activation; P42574; recombinant procaspase-3 D3A, Ac-DEVD-pNA absorbance 405 nm; activation, % at 8.5 µM; hit rate 0.11% among 330,000; AID 463141;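 active = activation above the mean of all tested compounds plus 3 SD, cut at about 21% in these data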;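 note: 0% = DMSO alone and 100% = DMSO wells spiked with extra 5 µM PC-3 D3A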
Target sequence (P42574 whole entry D9A/D28A/D175A): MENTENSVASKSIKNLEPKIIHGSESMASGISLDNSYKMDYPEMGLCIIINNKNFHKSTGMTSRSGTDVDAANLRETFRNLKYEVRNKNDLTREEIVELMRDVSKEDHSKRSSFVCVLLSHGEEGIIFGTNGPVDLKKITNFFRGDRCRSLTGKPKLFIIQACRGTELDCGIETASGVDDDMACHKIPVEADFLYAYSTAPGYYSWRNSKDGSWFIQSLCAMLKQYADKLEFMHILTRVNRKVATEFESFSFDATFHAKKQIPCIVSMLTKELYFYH
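System: Procaspase-3 D3A mutant. Medium: Zinc-free 300 mM NaCl, 50 mM HEPES, 0.01% Triton X-100. Schedule: 1 h preincubation plus 2 h reaction at 25 °C. Measured by: 405 nm absorbance of p-nitroaniline, reads at 0 and 120 min. Read-out: percent activation relative to control range.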
procasp7 counter – activates human procaspase-7, counter-screen for procaspase-3 activators; recombinant procaspase-7, Ac-DEVD-pNA absorbance 405 nm; D23A/D198A/D206A triple mutant, cannot self-cleave; scale: DMSO 0, 5 µM enzyme 100; hit rate 0.093% among 330,000; AID 463210; P55210; activation, % at 8.5 µM;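 active = percent activation above the screen-wide mean plus 3 SD, cut at about 25% in these data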
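Test system: Procaspase-7 triple mutant (PC-7 D3A). Also added: Ac-DEVD-pNA substrate, 400 µM as added. Schedule: 1 h enzyme–compound preincubation and 2 h substrate reaction, both 25 °C. Signal: p-Nitroaniline absorbance at 405 nm, read at 0 and 120 min. Control set: low DMSO alone, high DMSO plus 5 µM PC-7.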
MEP2-GFP yeast – modulators of TOR pathway MEP2-GFP in S. cerevisiae. S. cerevisiae MEP2-GFP strain, flow cytometry GFP, 3 h; 100% = DMSO control level. GFP response vs DMSO, % at 10 µM. hit rate 0.51% among 330,000;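 active = GFP response versus DMSO above a set limit, roughly screen mean plus 3 SD, cut at about 180% in these data; inconclusive = fewer than 70 cells counted for a yeast strain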;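 note: median GFP fluorescence of the barcode-gated MEP2-GFP cells per well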
RPL19A-GFP yeast – alters RPL19A-GFP fluorescence in TOR pathway yeast screen | AID 2025 | percent response vs DMSO, % at 10 µM | S. cerevisiae RPL19A-GFP strain, flow cytometry, 3 h; stronger effect = lower value | hit rate 0.3% among 330,000;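 active = percent response vs DMSO below 50%; inconclusive = fewer than 70 events counted for the yeast strain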;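 note: median channel GFP fluorescence of the barcoded RPL19A-GFP strain; ratio of sample median GFP to plate DMSO average so 100% = DMSO; lower means less RPL19A-GFP as with rapamycin TOR inhibition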
EBNA-1 inh – blocks EBNA-1 binding to DNA; EBNA-1 DNA binding, fluorescence polarization; hit rate 0.34% among 300,000; inhibition, % at 14.8 µM; in the data active = inhibition above about 28%
ZTA DNA inh – counter-screen for EBNA-1 inhibitors: inhibitors of Epstein-Barr virus ZTA | inhibition, % at 11 µM | ZTA-DNA binding, fluorescence polarization | P03206 | hit rate 0.15% among 320,000 | AID 2234; in the data active = inhibition above about 33%
LAP4-GFP MLPCN – alters LAP4-GFP fluorescence in TOR pathway yeast screen; hit rate 0.34% among 320,000; GFP response vs DMSO, % at 10 µM; AID 2023; S. cerevisiae LAP4-GFP multiplex, flow cytometry GFP, 3 h; median GFP as percent of DMSO wells;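 active = GFP response vs DMSO above a set limit, about the screen mean plus 3 SD, cut at about 150% in these data; inconclusive = under 70 cell events counted for the yeast strain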
AHR act – activates the human aryl hydrocarbon receptor; P35869; AHR-responsive luciferase reporter cells, luminescence; activation, % at 5 µM; hit rate 2.5% among 320,000; in the data active = activation above about 47%;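 note: 0% = vehicle wells and 100% = reference agonist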
Target sequence (P35869 whole entry, looked up): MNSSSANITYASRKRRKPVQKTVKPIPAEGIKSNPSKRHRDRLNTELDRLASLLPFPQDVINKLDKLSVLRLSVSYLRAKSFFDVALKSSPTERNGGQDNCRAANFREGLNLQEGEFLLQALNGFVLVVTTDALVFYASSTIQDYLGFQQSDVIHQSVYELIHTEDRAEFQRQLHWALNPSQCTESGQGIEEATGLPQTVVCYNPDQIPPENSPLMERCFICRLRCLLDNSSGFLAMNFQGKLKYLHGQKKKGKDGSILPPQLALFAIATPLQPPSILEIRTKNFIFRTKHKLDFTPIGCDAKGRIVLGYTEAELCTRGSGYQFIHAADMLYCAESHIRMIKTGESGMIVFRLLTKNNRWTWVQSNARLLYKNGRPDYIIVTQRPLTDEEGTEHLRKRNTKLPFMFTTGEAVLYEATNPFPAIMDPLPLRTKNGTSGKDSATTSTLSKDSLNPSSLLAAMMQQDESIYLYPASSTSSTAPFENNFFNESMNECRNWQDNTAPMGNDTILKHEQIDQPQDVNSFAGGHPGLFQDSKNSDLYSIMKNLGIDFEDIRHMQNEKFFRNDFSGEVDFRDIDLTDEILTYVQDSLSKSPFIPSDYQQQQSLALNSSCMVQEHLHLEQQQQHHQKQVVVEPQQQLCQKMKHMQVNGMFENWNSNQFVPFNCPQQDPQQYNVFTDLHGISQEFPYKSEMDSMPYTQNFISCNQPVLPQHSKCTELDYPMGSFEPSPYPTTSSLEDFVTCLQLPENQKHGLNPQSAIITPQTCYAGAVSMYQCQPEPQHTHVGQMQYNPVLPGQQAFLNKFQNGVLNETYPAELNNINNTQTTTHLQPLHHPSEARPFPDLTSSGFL
* hit, by the source's call; ? = inconclusive; . = no result given; [ ] = remark or other dose.

The first 5 compounds, to show the layout:
SMILES	procasp3 activ	procasp7 counter	MEP2-GFP yeast	RPL19A-GFP yeast	EBNA-1 inh	ZTA DNA inh	LAP4-GFP MLPCN	AHR act
CCOC(=O)CNC(=O)C1(c2ccccc2)CCCC1	2	-6	88	90	-2	-12	82	-1
CC1(C)CC(NC(=O)CSc2ccccc2)CC(C)(C)N1	-3	1	108	103	-14	-27	93	4
O=C(c1cc2cc(Cl)ccc2[nH]1)N1CCN(c2ccccc2F)CC1	-10	8	109	104	-3	-9	101	8
CCN(Cc1ccccc1)C(=O)CN1C(=O)NC2(CC(C)CC(C)(C)C2)C1=O (stereo not given)	2	11	100	93	-11	1	97	1
Fc1ccc(OCCCCN2CCOCC2)cc1	5	12	102	105	-5	7	109	-2

The list itself, previewed entries included:
SMILES	procasp3 activ	procasp7 counter	MEP2-GFP yeast	RPL19A-GFP yeast	EBNA-1 inh	ZTA DNA inh	LAP4-GFP MLPCN	AHR act
CCOC(=O)CNC(=O)C1(c2ccccc2)CCCC1	2	-6	88	90	-2	-12	82	-1
CC1(C)CC(NC(=O)CSc2ccccc2)CC(C)(C)N1	-3	1	108	103	-14	-27	93	4
O=C(c1cc2cc(Cl)ccc2[nH]1)N1CCN(c2ccccc2F)CC1	-10	8	109	104	-3	-9	101	8
CCN(Cc1ccccc1)C(=O)CN1C(=O)NC2(CC(C)CC(C)(C)C2)C1=O (stereo not given)	2	11	100	93	-11	1	97	1
Fc1ccc(OCCCCN2CCOCC2)cc1	5	12	102	105	-5	7	109	-2
CCc1c(C)sc(NC(=O)OC)c1C(N)=O	2	4	111	101	-6	2	104	1
CC1CCN(C(=O)CSc2nnc(CNc3ccc(F)cc3)n2Cc2ccco2)CC1	-3	-1	103	100	-1	-21	101	17
Cc1cc(Nc2ccc3c(c2)OCCO3)n2ncnc2n1	3	2	98	103	-1	16	100	0
CCON1C(=O)C(C)(C)N(OCC)C(=O)C1(C)C	9	3	89	88	-6	-13	95	-1
N#C/C(=C\c1ccc(N2CCOCC2)o1)c1nc2ccccc2[nH]1	-9	-5	139	103	-15	17	128	18
CCCCOCCCNC(=O)c1c(-c2ccccc2)noc1C	-1	4	108	105	-6	-6	108	1
COC(=O)C1=C(C)N=C2SCCC(=O)N2C1c1cccs1 (stereo not given)	-2	4	102	103	-17	17	104	4
CCCc1nnc(SCc2ccc(C(=O)OC)o2)n1N	10	8	103	101	-1	-2	97	1
CCCCN(CCCC)CC1OCc2ccccc2CO1	0	1	106	102	8	-5	95	11
O/N=C(\c1ccc(Cl)cc1Cl)c1ncc(C(F)(F)F)cc1Cl	5	4	105	93	-7	19	105	0
Cc1cc(C)n2c(Br)c(CSc3nc4ccccc4s3)nc2n1	9	-7	110	102	4	-2	112	19
Cc1ccc(C)c(-n2sc3ccc(F)cc3c2=O)c1	-26	-24	88	99	.	8	109	3
COCc1cc(C)nc2sc3c(=O)n(-c4cccc5ccccc45)nnc3c12	5	7	107	100	-5	-5	103	5
Cc1ccc(-c2noc(CCC(=O)Nc3cccc(C#N)c3)n2)cc1	-2	-3	101	97	4	-8	100	-1
Cc1ccc(C(=O)Cc2nc3ccccc3[nH]2)cc1	-5	13	101	99	2	3	106	3

2 entries picked at random from those above, as already listed:
SMILES	procasp3 activ	procasp7 counter	MEP2-GFP yeast	RPL19A-GFP yeast	EBNA-1 inh	ZTA DNA inh	LAP4-GFP MLPCN	AHR act
COCc1cc(C)nc2sc3c(=O)n(-c4cccc5ccccc45)nnc3c12	5	7	107	100	-5	-5	103	5
Cc1ccc(-c2noc(CCC(=O)Nc3cccc(C#N)c3)n2)cc1	-2	-3	101	97	4	-8	100	-1

Returning to the listing, repeating the two entries before the break.
SMILES	procasp3 activ	procasp7 counter	MEP2-GFP yeast	RPL19A-GFP yeast	EBNA-1 inh	ZTA DNA inh	LAP4-GFP MLPCN	AHR act
Cc1ccc(-c2noc(CCC(=O)Nc3cccc(C#N)c3)n2)cc1	-2	-3	101	97	4	-8	100	-1
Cc1ccc(C(=O)Cc2nc3ccccc3[nH]2)cc1	-5	13	101	99	2	3	106	3
Cc1ccc(C(=O)OCC(=O)Nc2cc(C(C)(C)C)no2)c(C)c1	7	0	95	94	.	-12	101	-1
CCn1nc2cc(C(=O)NCCc3cccs3)ccc2c1OC	10	-3	102	112	2	-6	109	33
O=C(NCCOc1ccccc1)c1cc([N+](=O)[O-])ccc1N1CCOCC1	3	-29	104	98	.	8	101	2
O=C1CSC(=S)N1/N=C/c1ccc(O)c(O)c1O	-22	-35	92	97	-3	11	114	8
COCCn1c(=O)[nH]c(=O)c2cc(C(=O)c3cc(OC)ccc3O)cnc21	-12	4	106	104	-11	15	87	9
Cc1c(Cl)cccc1Nc1nc(N)nc(CSc2ncccn2)n1	3	8	101	98	-10	4	98	11
O=C(C1CC1)N1CCC(c2nc(-c3ccc(S(=O)(=O)NCC4CCCO4)cc3)no2)CC1 (stereo not given)	4	4	105	105	-11	0	94	-3
CC1Cc2ccccc2N1C(=S)Nc1ccc(S(N)(=O)=O)cc1 (stereo not given)	-1	1	96	101	-3	9	90	1
CC1=CC(C)C(COC(=O)CN2CCCCC2)C(C)C1 (stereo not given)	2	0	106	100	-5	-7	118	0
Cc1ccc(C(=O)NNC(=S)NC(=O)c2ccc(Cl)cc2)cc1	-11	-7	98	94	4	4	102	3
COC(=O)c1ccccc1NC(=O)Cn1cnc2ccc(S(=O)(=O)N3CCC(C)CC3)cc2c1=O	1	-5	98	96	-15	-6	96	5
C/C(=N\NC(=S)NCCc1ccccc1)c1ccc(C#N)cc1	-7	-1	97	95	14	38*	93	18
COc1ccc([C@H]2CC(=O)C=C(/C=C/Cc3ccccc3)C2)cc1	-1	-2	91	97	.	4	109	4
Cc1cc(C)c(S(=O)(=O)c2ccc(Cl)cc2)c(Cl)n1	2	0	103	96	-9	-18	111	0
O=C(Nc1ccccc1)C1=C[C@H](c2coc3ccccc3c2=O)C[C@H](OCCCCO)O1	10	2	?	92[may fluoresce violet]	-10	0	?	3
Cc1onc(-c2c(Cl)cccc2Cl)c1C(=O)Nc1ccc(C(N)=O)cc1	-3	-10	106	101	1	-15	99	-2
COc1cc(OC)cc(C(=O)N[C@H](C(=O)OCC(=O)Nc2ccc3c(c2)OCO3)C(C)C)c1	1	6	100	96	.	.	99	4
Cc1ccc(-c2cc(C(=O)N3CC(C)OC(C)C3)c3ccccc3n2)o1 (stereo not given)	-6	-1	100	98	-4	-6	102	5
CCC(CC)NC(=O)COC(=O)CCC(=O)c1cccs1	13	5	102	99	-4	10	99	1
O=C(COC(=O)CCC(=O)c1ccccc1)NNC(=O)c1ccc(Cl)cc1	-4	3	93	93	-12	-3	107	-4
O=P(c1ccc2c(c1)OCCO2)(N1CCOCC1)N1CCOCC1	0	2	97	98	12	-1	98	4
COc1ccc(C(=O)CC(c2ccccc2)S(=O)(=O)c2ccc(C)cc2)cc1 (stereo not given)	2	10	101	105	6	4	93	4
O=c1oc2ccccc2c(NC2CCCCC2)c1NS(=O)(=O)c1ccc(Br)cc1	9	6	109	103	2	-2	88	-2
COc1ccc(C2CC(c3ccc(F)cc3)Nc3nc(N)nn32)cc1OC (stereo not given)	7	0	106	99	-7	13	99	0
COCCn1c(Cc2ccccc2)nnc1SCC(=O)NC1CCCCC1	-4	10	101	102	0	8	97	2
O=[N+]([O-])c1ccc(NC(=S)N2CCN(c3ccccc3)CC2)cc1	-4	-7	105	102	8	2	109	-1
Clc1cccc(CSc2ccc(-c3ccco3)nn2)c1	2	-1	98	98	-10	9	125	-7
COc1cc2nc(C3CCC3)n(NC(=O)C3CCC3)c(=O)c2cc1OC	6	18	99	98	-6	7	99	7
Cc1cc(/C=N/NC(=O)c2ccsc2)c(C)n1-c1cnccn1	3	2	100	104	5	-2	90	77*
O=C(O)CCC(=O)N1CCN(Cc2ccc3c(c2)OCO3)CC1	-6	-5	104	97	12	-3	81	0
COc1ccccc1NC(=S)NCc1ccc(S(N)(=O)=O)cc1	2	7	102	105	-6	8	106	1
O=S(=O)(Nc1cccc2nsnc12)c1ccccc1	-14	-15	101	103	-7	-4	111	1
CN1CCN(C(=O)C2=C[C@H](c3coc4ccccc4c3=O)C[C@H](OCCCCO)O2)CC1	2	4	95	109	3	-2	105	4
S=C1NC[C@H](Cc2ccccc2)N1CCc1cccc2ccccc12	-4	-2	89	96	7	4	113	7
CCN(CC(=O)Nc1ccc(NC(C)=O)cc1)C(=O)/C=C/c1ccc([N+](=O)[O-])cc1	9	-1	94	94	3	18	106	2
CC1CCCN(C(=O)C2CCN(S(=O)(=O)c3ccc4c(c3)CC(C)N4C(=O)C3CC3)CC2)C1 (stereo not given)	5	7	99	97	-9	-6	91	2
C/C(=N\NC(=O)c1cc(-c2cccnc2)nc2ccccc12)c1ccc(O)cc1O	11	-1	100	102	8	-1	92	15
O=C1c2ccccc2NC(c2ccccn2)N1NS(=O)(=O)c1ccccc1 (stereo not given)	-7	-3	98	95	3	-9	93	6
O=C(NCc1cccc(CNC(=O)c2ccco2)c1)c1ccco1	2	7	100	98	-3	-13	97	0
CC(=O)c1ccccc1NS(=O)(=O)c1ccccc1Cl	-6	0	106	106	9	20	107	-1
O=C(NNC(=O)c1nn(-c2ccc(F)cc2)ccc1=O)c1ccccc1Cl	-5	0	95	98	11	15	108	-3
COc1ccc(CCN2C(=O)C3CC=C(C)CC3C2=O)cc1OC (stereo not given)	1	9	96	93	9	1	92	-1
CC(=O)Nc1ccc(N=Cc2ccc[nH]2)cc1	2	-3	109	110	-9	-1	120	0
Cc1nn(CC(=O)NCCc2cccs2)c(=O)c2cc3ccccc3n12	2	6	104	95	0	-5	87	2
CC(C)NC(=O)C(Sc1ccccc1)c1ccccc1 (stereo not given)	2	3	101	106	39*	-6	105	1
Cc1c(Cl)cccc1NC(=O)CNc1ccccc1F	0	0	108	101	11	1	93	6
Cc1cc2ccccc2n1CCNC(=O)C(C)Oc1ccccc1 (stereo not given)	-1	-17	105	101	-3	-1	111	1
O=C(/C=C/c1ccccc1)NCc1ccco1	3	8	98	92	-1	11	107	2
COc1ccc(N2CCN(c3ncnc4c3cnn4-c3ccc(C)cc3C)CC2)cc1	7	7	107	99	10	6	99	-1
CCc1nc(Nc2cccc(OC)c2)c2oc3ccccc3c2n1	-3	-14	115	105	-8	-1	97	1
CCCCNC(=O)C1CCC(CNc2nc(=S)[nH]c3ccccc23)CC1 (stereo not given)	-6	2	103	99	3	6	102	3
COc1ccc(C(=O)C[n+]2ccc3c(c2)nnn3-c2ccccc2)cc1	-4	-7	99	101	0	0	101	2
Cc1cccc(NC(=O)C2CC(=O)OC23CCCCC3)c1 (stereo not given)	-7	6	94	95	9	-22	92	2
CCc1c(C)sc(NC(=O)/C=C/c2ccc3c(c2)OCO3)c1C(=O)OC	-17	-12	111	104	8	11	110	6
COc1cccc(C(=O)NC2CC(C)(C)Cc3c2cnn3-c2cccc(F)c2)c1OC (stereo not given)	12	7	111	98	-7	1	105	6
Cc1ccc(C)c(-n2c(Cc3cc(=O)[nH]c(=O)[nH]3)nnc2SCC(=O)NCC2CCCO2)c1 (stereo not given)	3	-5	234*[may fluoresce violet]	23*[may fluoresce violet]	3	-1	74[may fluoresce violet]	-1
Cc1nnc(SCC(=O)NNC(=O)CC#N)[nH]c1=O	-4	-1	101	107	-2	2	96	5
CCN(CC(=O)NC1CCS(=O)(=O)C1)C(=O)/C=C/c1cccs1 (stereo not given)	3	2	94	95	2	28	103	-2
